# TGFb SMAD3 inh = blocks TGF-b signaling; HepG2 CAGA-GFP TGF-b/SMAD3 reporter, GFP fluorescence, 18 h; TGF-beta stimulated, 500 pg/mL final; Potency, µM (highest dose often 46.1 µM), inactives show top-dose activity, negative = inhibition, usual class: inhibitors; 410,000 compounds, 1.2% hits; AID 588855; also: potency is read from the fitted curve at half-maximal effect; % is scaled to controls: 0 for no effect and ±100 for the full control effect; nearly all actives have a fitted effect of over 65% in size
#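 GFP signal (ex488/em500-530) from TGF-beta-stimulated HEPG2 CAGA-GFP cells, 500 pg/mL final, 18 h at 37 degrees C in DMEM plus 1% FBS, normalized to unstimulated and DMSO-stimulated controls.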
# HepG2 tox = HepG2 cytotoxicity, counter-screen for TGF-b inhibitors. 410,000 compounds, 0.76% hits. AID 588856. HepG2 CAGA-GFP viability, ATP luminescence, 18 h. Potency, µM (highest dose often 46.1 µM), inactives show top-dose activity change, negative = cytotoxicity, most hits filed as cytotoxic; also: potency is read from the fitted curve at half-maximal effect; some results filed as inactive show a strong effect at the top dose
#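 HepG2 CAGA-GFP cells (1000/well, DMEM with 1% FBS) received compound, then TGF-beta at 500 pg/mL final, and were incubated 18 hours at 37 degrees C. Viability was read by CellTiter-Glo luminescence. Media-only wells were set as complete cell-killing and DMSO as no toxicity.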
# Nrf2 block = blocks Nrf2 signaling | A549 ARE-Fluc reporter, luciferase luminescence, 18-24 h | Potency, µM (doses to about 46 µM), without a hit: at the top dose activity change, negative = inhibition, hits mostly inhibitors | 360,000 compounds, 2.1% hits | AID 504444; also: potency is read from the fitted curve at half-maximal effect; % is scaled to controls: 0 for no effect and ±100 for the full control effect; nearly all actives have a fitted effect of over 60% in size
#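 A549 ARE_Fluc cells, 5000/well, 5% FBS OPTI-MEM; compounds in dose-response, 18-24 h at 37 °C/5% CO2; CellTiter-Fluor viability read (Ex 405/Em 525), then BugLite luciferase luminescence = Nrf2 activity.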
# Nrf2 ARE act = activators of Nrf2 (ARE) signaling; AREc32 ARE-luciferase reporter (MCF7-derived line), luminescence, 24 h; Potency, µM (series often up to 46.1 µM), for the others: at the highest dose activation, hits mostly activators; 410,000 compounds, 0.31% hits; also: potency is read from the fitted curve at half-maximal effect; % of control where 0% means no effect; nearly all actives have a fitted effect of over 65% in size
#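 ARE activation measured as luciferase luminescence (Steady-Glo, 30 min RT) in AREc32_Fluc cells after 24 hr compound exposure at 37 deg C, 5% CO2; cells seeded overnight at 1000/well in OPTI-MEM, 5% FBS.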
# IL-1B inflam inh = blocks inflammasome-driven IL-1 beta release; AID 743279; activity change, % at 57.5 µM; THP-1 LPS/ATP IL-1B secretion, AlphaLISA, 16 h; stronger effect = lower value; 360,000 compounds, 4.7% hits; in the data active = activity change below about -50%; inconclusive = mostly about -30% to -49%; also: % is scaled to controls: 0 for no effect and ±100 for the full control effect
#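 Secreted IL-1B measured by AlphaLISA bead assay after 16 h compound exposure of THP-1 cells; compounds (final up to 57.5 uM) added 1 h before LPS (250 ng/mL) and ATP (1.25 mM) stimulation; lower signal means less secretion.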
# A549 tox = kills or reduces viability of A549 cells in Nrf2 counter-screen; AID 504648; Potency, µM (titrated, usually from 46 µM), for inactives: top-dose activity change, negative = cytotoxicity, usual class: inhibitors; A549 ARE-Fluc cells, CellTiter-Fluor viability, 18-24 h; 390,000 compounds, 0.16% hits; also: potency is read from the fitted curve at half-maximal effect; % is scaled to controls: 0 for no effect and ±100 for the full control effect
#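 A549 ARE_Fluc cells in 5% FBS OPTI-MEM were exposed to compounds in concentration-response for 18-24 h at 37 deg C. Viability was read by CellTiter-Fluor fluorescence (Ex 405/Em 525) after 30 min, before the luciferase read.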
# MCF10A rerep = induces DNA re-replication in MCF 10a normal breast cells; Potency, µM (highest dose often 46.1 µM), for the others: at the top dose activity, positive = re-replication, usual class: activators; 350,000 compounds, 2.9% hits; MCF 10A DNA re-replication, Hoechst nuclear intensity, 48 h; also: potency is read from the fitted curve at half-maximal effect; % of control where 0% means no effect; nearly all actives have a fitted effect of over 50% in size
# S2 tox = reduces viability in counter-screen for ATXN expression inhibitors. Potency, µM (series often up to 56.7 µM), actives largely listed as cytotoxic. S2 cells (HEK-293 line with an ATXN2-luciferase reporter) viability, CellTiter-Fluor protease fluorescence, 24 h. AID 651635. 400,000 compounds, 0.49% hits; also: potency is read from the fitted curve at half-maximal effect; nearly all actives have a fitted effect of over 40% in size
# ATXN2 expr inh = ATXN2 expression inhibition | HEK-293 ATXN2-luciferase reporter, luminescence, 24 h | AID 1745845 | 360,000 compounds, 0.72% hits | Potency, µM (doses to about 57 µM), for the others: at the top dose activity change, negative = inhibition, usual class: inhibitors; also: potency is read from the fitted curve at half-maximal effect; % is scaled to controls: 0 for no effect and ±100 for the full control effect; nearly all actives have a fitted effect of over 55% in size
#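 ATXN2-luciferase reporter cells (luciferase flanked by upstream and downstream ATXN2 gene portions) were treated 24 h at 37 °C with compounds at up to 57 uM. SteadyGlo luminescence gave expression; GF-AFC fluorescence gave viability.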
# The depositor's hits bear a star; i = inactive; ? = inconclusive; . = not tested or not shown; [ ] = remark or other dose. Unless noted, calls follow the shape of the dose curve; as a rule, active = well fitted curve in the direction sought with a large enough effect; inconclusive = small, poorly fitted or top-dose-only effect, or another doubt; inactive = no such curve, though single readings can be large; an effect the other way counts as inactive or inconclusive.
SMILES,TGFb SMAD3 inh,HepG2 tox,Nrf2 block,Nrf2 ARE act,IL-1B inflam inh,A549 tox,MCF10A rerep,S2 tox,ATXN2 expr inh
NC(=O)COC(=O)c1ccc(Cl)c(S(=O)(=O)N2CCN(c3ccc(F)cc3)CC2)c1,1%,2%,-8%,-0.1%,0,-6%,2%,i,.
Cc1[nH]nc2c1C(c1ccc(-c3ccccc3C#N)o1)C(C#N)=C(N)O2 (stereo not given),-27%,-59%,?,27%,-56*,-4%,-5%,i,-31%
O=c1c2ccccc2nnn1CSc1nc2ccccc2c(=O)n1Cc1ccco1,5%,5%,?,0.2%,0,1%,?,i,-5%
COc1cccc(/C=N/NC(=O)C(=O)Nc2ccccc2OC(F)(F)C(F)F)c1,7%,-5%,1%,0.0%,-12,0%,?,i,-19%
CCCC1C2C(=O)N(c3ccccc3OC)C(=O)C2ON1c1ccccc1 (stereo not given),11%,-2%,11%,-0.4%,9,7%,-1%,i,-4%
COc1ccc(Cl)cc1C(=O)NNC(=O)COC(=O)c1cccs1,6%,-2%,11%,1.4%,-2,6%,?,i,-14%
CCOc1ccc(NC(=O)CN(C)C(=O)c2cn(-c3ccccc3)nc2-c2cccs2)cc1OCC,?,-3%,-26%,0.9%,0,-6%,1%,i,-2%
C[C@H](CO)N1C[C@H](C)[C@@H](CN(C)C(=O)Nc2ccc3c(c2)OCO3)Oc2ccc(NC(=O)NC3CCCCC3)cc2C1=O,-26%,0%,-4%,3.9%,7,1%,6%,i,7%
CCOc1ccc(NC(=O)CSc2nc3c([nH]c4ccccc43)c(=O)n2C)cc1,15%,3%,2%,-0.3%,14,-3%,-2%,i,7%
Cc1ccccc1CS(=O)(=O)Cc1ccc(C(=O)NCc2ccco2)o1,0%,3%,1%,-0.5%,3,-6%,-2%,i,-7%
COC(=O)c1sccc1NC(=O)CCC1CCCCC1,4%,-16%,11%,?,1,3%,3%,i,10%
O=C(Nc1cccc(C(F)(F)F)c1)c1cccnc1NCCO,13%,-4%,-7%,0.7%[9.22 µM],31,-4%,-4%,i,-15%
CCc1nn(CC(=O)N2CCN(c3ccc(Cl)cc3)CC2)c(=O)c2cc3occc3n12,?,-1%,?,-1.2%,.,0%,.,i,-7%
CCCNC(=S)Nc1ccc(Cl)cc1C,-16%,3%,0%,1.0%,3,-2%,?,i,3%
OC(C#CCN1CCOCC1)(c1ccccc1)C1CC1 (stereo not given),-9%,-6%,-15%,-0.1%,0,0%,5%,i,-1%
Cc1cc(C)c2c(c1C)C(=O)CCC2,19%,2%,0%,0.3%,5,-2%,-5%,i,-1%
CC(CN1CCOCC1)(NS(=O)(=O)c1ccccc1)c1ccccc1 (stereo not given),?,10%,5%,-1.0%,-1,-4%,2%,i,-3%
Cc1cc(NC(=O)c2ccc(N3CCCC3)c([N+](=O)[O-])c2)no1,4%,1%,2%,0.7%,-10,0%,?,i,-15%
COc1ccc(-n2nc(C(=O)NCC(=O)NCC3COc4ccccc4O3)c3ccccc3c2=O)cc1 (stereo not given),?,3%,-17%,-0.1%,-28,-18%,6%,?,-13%
O=C(O)CCCNS(=O)(=O)c1ccc(F)cc1,?,0%,1%,2.3%,10,2%,-183%[0.0737 µM],i,6%
COc1ccc(-c2noc(CN(C)Cc3ccc(C)o3)n2)cc1,11%,-9%,?,3.2%,41,15%,0%,i,7%
CC(=O)OCc1cnc(C)c2oc(=O)c(C(=O)Nc3cc(F)ccc3C)cc12,-1%,7%,14%,2.6%,.,0%,.,i,6%
O=C(Cn1nc(C(=O)O)c2ccccc2c1=O)c1cc(F)ccc1F,?,-1%,7%,-0.1%,18,0%,-1%,i,-9%
CC(C)n1nc(C(=O)OCn2nnc3ccccc3c2=O)c2ccccc2c1=O,-9%,11%,-6%,-0.6%,5,2%,-4%,i,2%
CCOC(=O)N1CCC(N2CCCC(C(=O)c3ccc4cc(OC)ccc4c3)C2)CC1 (stereo not given),?,-31%,-11%,6.2%,-162*,3%,0%,i,-39%
# Next section:
SMILES,TGFb SMAD3 inh,HepG2 tox,Nrf2 block,Nrf2 ARE act,IL-1B inflam inh,A549 tox,MCF10A rerep,S2 tox,ATXN2 expr inh
Cn1c(=O)n(C)c2cc(NS(=O)(=O)c3ccc(Cl)cc3)c(NCc3ccccc3)cc21,?,-49%,?,?,.,-9%,.,i,48%[activator]
CCC(C)Nc1nc2c(c(=O)n(C)c(=O)n2C)n1Cc1ccc(Cl)cc1 (stereo not given),-9%,-35%,?,3.3%,-27,?,8%,i,-26%
CC1(C)CC(=O)C=C(c2cccc(OC(=O)c3ccc(Br)cc3)c2)C1=O,9%,-15%,.,3.4%,34,.,.,?,-7%
CC1CC(C)CN(C(=O)c2ccc3ncsc3c2)C1 (stereo not given),-5%,-2%,-21%,-0.5%,35,-17%,1%,i,-8%
C=C1CCN([C@@H](CC(C)C)C(=O)O)S(=O)(=O)c2ccccc21,?,8%,-9%,-1.3%,-1,-7%,3%,i,0%
CCc1ccc(/C=N/NC(=O)c2cc(-c3cccc([N+](=O)[O-])c3)n[nH]2)cc1,?,-9%,?,3.3%,16,1%,5.2µM*,i,-23%
COc1ccc2[nH]c3nc(SCC(=O)Nc4cccc(NC(C)=O)c4)nnc3c2c1,-9%,-26%,5%,0.9%,-52*,6%,21µM*,i,-5%
COCCCN(CC(=O)Nc1ccc(N2CCOCC2)cc1)S(=O)(=O)c1ccc(C)cc1,0%,12%,3%,-0.9%,21,6%,0%,i,13%
O=C(NN=Cc1ccc(F)cc1)c1ccccc1NS(=O)(=O)c1cccs1,-6%,-11%,0%,3.4%,20,-6%,14%,?,.
CCOc1ccc(C(=O)Nc2cccc(-c3nc4cccnc4o3)c2)cc1Cl,21%,-6%,1%,2.1%,-1,19%,-6%,?,?
COc1ccc(-c2cc3nc(C)cc(-c4ccc(OC)cc4)n3n2)cc1,-27%,-40%,11%,5.5%,38,12%,12µM*,i,5%
COc1ccc(CNC(=O)CSc2cc(=O)n(C)c3ccccc23)cc1,-7%,-28%,11%,0.5%,-23,0%,-2%,i,16%
CSc1nnc(-c2ccc(NC(=O)CCc3ccccc3)cc2)n1C,21%,6%,-15%,-0.4%,7,-2%,-3%,i,-2%
COc1ccc(C2C(C(=O)N3CCN(c4ccccc4)CC3)c3ccccc3C(=O)N2C)cc1 (stereo not given),-3%,-9%,-3%,0.2%,21,-13%,-1%,i,-4%
O=C(CSc1ccccc1)NCc1cccnc1,-6%,4%,5%,0.2%,5,?,9%,i,10%
O=C(COC(=O)CC1CC2CCC1C2)Nc1ccccc1Cl (stereo not given),-6%,9%,6%,-0.4%,7,10%,-5%,i,-7%
COc1ccc2c(Cn3cnc4cc([N+](=O)[O-])ccc4c3=O)cc(=O)oc2c1,-17%,-32%,-1%,-0.6%,1,-4%,9.2µM*,?,?
CN(C)c1ccc(C(=O)Nc2c(C(=O)NC(C)(C)C)oc3ccccc23)cc1,5%,-1%,9%,-0.7%,.,2%,.,?,-2%
N#Cc1c2n(c3c(-c4ccccc4)ncnc13)CCC2,-5%,0%,.,0.1%,0,-1%,-3%,i,-2%
COc1ccccc1Oc1coc2c(CN3CCN(C)CC3)c(O)ccc2c1=O,12%,1%,18%,-0.6%,-4,2%[1.84 µM],-6%,i,9%
CS(=O)(=O)Nc1ccc(-c2cccc3nccn23)cc1,2%,6%,.,3.2%,19,.,.,i,8%
O=C(NCCCc1ccccc1)C1CC1,-2%,-4%,1%,0.0%,.,15%,-11%,i,-19%
Cc1ncc(CO)c2c1Oc1nc(-c3ccccc3F)nc(SCC(=O)N3CCCCC3)c1C2,11%,5%,24%,-0.9%,.,4%,.,i,4%
CC(=O)NCC(=O)N1CCCC(C(=O)c2ccc3c4c(cccc24)CC3)C1 (stereo not given),-3%,-43%,?,3.1%,-13,-14%,6%,i,.
COc1ccc(-c2c(C)c3ccc(O)c(CN4CCC(C)CC4)c3oc2=O)cc1OC,-25%,-6%,.,0.1%,.,27%,.,.,-19%
# Remaining list, next part:
SMILES,TGFb SMAD3 inh,HepG2 tox,Nrf2 block,Nrf2 ARE act,IL-1B inflam inh,A549 tox,MCF10A rerep,S2 tox,ATXN2 expr inh
Cc1c(NC(=O)C23CC4CC(CC(C)(C4)C2)C3)c(=O)n(-c2ccccc2)n1C,-11%,1%,-2%,-0.8%,9,1%,-14%,i,7%
Cc1cc(C)cc(NC(=O)C2CCC(CNC(=O)[C@@H]3Cc4ccccc4CN3)CC2)c1 (stereo not given in full),?,-38%,-2%,1.7%,-27,12%,?,?,.
Cc1cn2c(=O)c(S(=O)(=O)Nc3ccc(F)cc3F)c(C)nc2s1,-15%,-1%,-1%,-0.2%,.,0%,.,.,.
CN(CC(=O)NCc1ccncc1)S(=O)(=O)c1cc(Cl)ccc1Cl,24%,21%,1%,0.0%,29,-8%,-45%[inhibitor],i,4%
COc1ccc(S(=O)(=O)N2CCN(C(=O)c3cc(C)oc3C)CC2)cc1OC,10%,10%,-28%,0.7%,0,2%,12%,i,-3%
O=C(O)c1ccc(C=NNC(=O)c2ccccc2NS(=O)(=O)c2cccs2)cc1,-11%,2%,3%,-0.3%,8,-6%,-2%,i,1%

# Screening results: PubChem BioAssay, National Center for Advancing Translational Sciences (NCATS)

# Outcome played no part in choosing rows; 8.8% or so of the library scored in one or more.
